Screening results (PubChem)
TRHR agonist: activates the human TRH receptor; TRHR cells, calcium flux fluo-8, FDSS agonist mode; P34981; activation, % at 2 µM; 360,000 compounds, 0.18% hits; AID 493084; in the data active = activation above about 30%; note: 0% is about no effect
Target sequence (P34981 whole entry, looked up): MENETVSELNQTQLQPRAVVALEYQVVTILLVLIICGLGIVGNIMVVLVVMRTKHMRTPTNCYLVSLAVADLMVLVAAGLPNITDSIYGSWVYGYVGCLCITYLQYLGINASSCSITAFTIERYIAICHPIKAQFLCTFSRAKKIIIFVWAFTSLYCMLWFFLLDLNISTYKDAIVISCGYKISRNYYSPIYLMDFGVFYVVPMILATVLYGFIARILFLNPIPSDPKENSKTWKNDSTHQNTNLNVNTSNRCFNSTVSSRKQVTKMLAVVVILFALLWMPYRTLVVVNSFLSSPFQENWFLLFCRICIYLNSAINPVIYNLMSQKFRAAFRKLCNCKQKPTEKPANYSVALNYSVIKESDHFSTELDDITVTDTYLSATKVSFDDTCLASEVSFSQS
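TRHR-expressing cells loaded with fluo-8 calcium dye; 23 nL library compound pin-transferred, kinetic FDSS fluorescence (Ex 480/Em 530) recorded about 180 s for agonist-induced calcium release, before a 10 nM TRH EC20 addition for potentiator mode.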
TRHR enhancer: allosterically enhances the human TRH receptor; P34981; TRHR cells, fluo-8 calcium fluorescence, EC20 TRH enhancement; enhancement, % at 2 µM; 360,000 compounds, 0.66% hits; AID 493056; in the data active = enhancement above about 30%; note: 0% is about no effect
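TRHR-expressing cells loaded with fluo-8 calcium dye were read kinetically (ex 480/em 530) during compound addition, then stimulated with an EC20 of TRH (10 nM final). Enhancement of the Gq-mediated intracellular calcium response was scored.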
RXFP1 antagonist: RXFP1 (human) relaxin receptor antagonism. Q9HBX9. HEK293-RXFP1, relaxin-stimulated cAMP HTRF, 30 min; hits give low values. activity change, negative = inhibition, % at 57.5 µM. 350,000 compounds, 0.59% hits. AID 1259400;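 active = activity change of -60% or lower, but not beyond a set lower limit; inconclusive = change between -60% and -40%, or beyond the set limit; inactive = change above -40%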; note: % is set by controls: 0 for no effect and ±100 for the full control effect
RXFP1 ag: agonists of human relaxin receptor RXFP1; HEK293T-RXFP1 cAMP TR-FRET, 30 min; response scale: percent of porcine relaxin response, buffer zero; Potency, µM (titrated, usually from 57.5 µM), for inactives: at the top dose activation, hits mostly activators; 370,000 compounds, 0.3% hits; AID 2676; note: potency is the fitted concentration of half-maximal effect; % is set by controls: 0 for no effect and ±100 for the full control effect; nearly all actives have a fitted effect of over 60% in size; many of its hits are not listed in these tables
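HEK293T cells stably expressing RXFP1 were pretreated with the PDE4 inhibitor Ro 20174, exposed to compounds for 30 min at 37C, lysed, and cAMP was read by TR-FRET. Data normalized to buffer (basal) and 29 nM porcine relaxin (100%).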
D2 potentiator: D2 dopamine receptor (human) potentiation; P14416; HEK293 T-REx D2, calcium flux, EC20 dopamine potentiation; potentiation, % at 10 µM; 340,000 compounds, 0.34% hits; AID 485347;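 active = potentiation over 3 SD above the plate norm, cut at about 30% in these data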; note: 0% is about no effect
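Primary screen. Calcium kinetics in induced HEK293 T-REx D2 cells: compound pre-addition 180 s, EC20 dopamine, 180 s more.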
D1 antag: human D1 dopamine receptor antagonism; HEK293 TREx D1 cells, calcium flux, dopamine EC80; hits give low values; activity change, negative = inhibition, % at 10 µM; 360,000 compounds, 3.2% hits; AID 504652; in the data active = activity change below about -30%; note: % is set by controls: 0 for no effect and ±100 for the full control effect
Target sequence (P21728 whole entry, looked up): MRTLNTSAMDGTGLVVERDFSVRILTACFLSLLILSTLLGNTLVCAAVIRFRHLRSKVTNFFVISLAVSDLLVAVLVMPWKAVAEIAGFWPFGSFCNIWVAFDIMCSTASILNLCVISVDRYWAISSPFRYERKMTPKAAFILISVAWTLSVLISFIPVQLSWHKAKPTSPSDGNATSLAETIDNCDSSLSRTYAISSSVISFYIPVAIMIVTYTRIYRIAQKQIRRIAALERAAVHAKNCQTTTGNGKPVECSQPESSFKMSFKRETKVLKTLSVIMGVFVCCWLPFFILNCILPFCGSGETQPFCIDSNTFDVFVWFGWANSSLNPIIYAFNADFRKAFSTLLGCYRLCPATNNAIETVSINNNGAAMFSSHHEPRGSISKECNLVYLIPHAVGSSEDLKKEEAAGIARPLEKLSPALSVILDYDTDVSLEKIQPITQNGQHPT
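Kinetic fluorescence of a calcium dye serves as the read-out. D1-expressing Hek293 Trex cells, induced overnight at 30 C, are exposed to compound for 180 s before an EC80 dopamine addition, then read 180 s further.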
Apoferritin bind: candidate novel general anesthetic via apoferritin binding | Potency, µM (top dose mostly 77.5 µM), for inactives: top-dose activity change, negative = displacement, actives largely listed as inhibitors | 350,000 compounds, 0.074% hits | P02791 | apoferritin/1-aminoanthracene competitive binding, fluorescence; note: potency is the fitted concentration of half-maximal effect; % is set by controls: 0 for no effect and ±100 for the full control effect; nearly all actives have a fitted effect of over 20% in size
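Horse-spleen apoferritin (10 uM) in 50% saturated 1-aminoanthracene in PBS was incubated 10 min at room temperature with compound. Fluorescence (ex 380, em 535 nm) was normalized to free and bound 1-AMA, with concentration-response fitted by a four-parameter Hill equation.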
D1 potentiator: potentiators of human D1 dopamine receptor; P21728; HEK293 TREx D1 cells, calcium flux, dopamine EC20 potentiation; potentiation, % at 10 µM; 360,000 compounds, 0.036% hits; AID 504651; in the data active = potentiation above about 30%; note: 0% is about no effect
D1 ag: agonists of human D1 dopamine receptor; activation, % at 2 µM; 360,000 compounds, 1% hits; HEK293 T-REx D1 cells, calcium flux, agonist mode; P21728; in the data active = activation above about 30%; note: 0% is about no effect
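Inducible HEK293 T-REx D1 cells, force-coupled to calcium signalling, were plated at 4000 cells/well with tetracycline and held overnight at 30 C. After no-wash calcium dye loading, compound-evoked calcium rise over 180 s flagged agonists.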
* = called active by the depositor; ? = inconclusive; / = not tested or not shown; [ ] = remark or other dose. Unless noted, calls come from the whole dose curve; as a rule, active = well fitted curve in the direction sought with a large enough effect; inconclusive = small, poorly fitted or top-dose-only effect, or another doubt; inactive = no such curve, though single readings can be large; an effect the other way counts as inactive or inconclusive.

Structure	TRHR agonist	TRHR enhancer	RXFP1 antagonist	RXFP1 ag	D2 potentiator	D1 antag	Apoferritin bind	D1 potentiator	D1 ag
CC(=O)c1nc(N2C(=O)CC(Cc3cccc(C)c3)C2=O)sc1C (centres undefined)	0.3	1	9	15%	1	-53*	-19%	-5	4
COc1cc(-c2cc(C(=O)Nc3ccc(N4CCOCC4)cc3)c3ccccc3n2)cc(OC)c1OC	0.7	4	-1	-1.9%	3	-1	3%	2	0
O=C(Nc1cccc(NC(=O)c2cccs2)c1)c1ccc2c(c1)OCCO2	-0.7	-1	-7	-2.9%	-10	2	?	-4	1
CC(C)COc1nc2ccccc2c(=O)n1OCC(=O)O	-1.1	-9	/	1.0%	-5	-9	?	-5	2
O=C(NCc1ccco1)c1ccc(Cn2c(=O)c3sccc3n(Cc3ccc(F)cc3)c2=O)cc1	0.0	-3	/	2.4%	-8	3	-13%	-3	5
c1ccc2sc(N3CCCN(Cc4nc(-c5cnccn5)no4)CC3)nc2c1	0.6	-2	2	2.0%	13	1	-12%	-4	-1
CSc1nc(-c2ccccc2Cl)nc2c1Cc1c(CO)cnc(C)c1O2	0.5	9	-26	0.0%	-7	8	5%	-4	0
C[C@@H]1NC(=O)c2cc([N+](=O)[O-])cc(I)c2OCC[C@@H](C(N)=O)NC(=O)[C@H](CCCCN)NC1=O	-0.6	3	/	-0.4%	6	11	-2%	2	-1
O=C(O)CCc1ccc(-c2ccccc2)n1-c1cccc(Br)c1	-0.9	2	-13	6.7%	-3	-7	3%	2	-1
Cc1cc(NC(=O)c2cncc(Br)c2)ccc1NC(=O)c1cc2ccccc2o1	0.1	2	-14	14%	-3	9	-3%	-1	1
Cc1cccc(C(=O)Nc2nc3nc(-c4ccccc4)cc(=O)n3[nH]2)c1	0.0	16	-24	1.6%	0	10	-12%	-2	1
O=C(COC(=O)/C=C/C(=O)OCC(=O)Nc1ccccc1F)Nc1ccccc1F	-0.9	-13	-28	-1.7%	0	3	-11%	-2	0
O=C(OCc1ccccn1)C1CCN(C(=O)c2ccc(Cl)cc2)CC1	0.0	-4	?	-0.6%	-4	-8	/	-1	1
COc1ccc(OC)c(CNS(=O)(=O)c2cc(CN3C(=O)c4cccnc4C3=O)ccc2OC)c1	0.3	2	56	?	12	-24	-18%	3	3
CC(C)N(C(=S)Nc1cccc(S(=O)(=O)N(C)C)c1)c1ccccc1	-0.7	8	-11	3.2%	-5	-2	0%	-10	3
CC(=O)Nc1ccc(NC(=O)CSc2nnc(C3CC3)n2C)cc1	1.0	-13	-12	-0.2%	5	7	-9%	-3	2
CCC(C)NC(=O)CN(c1cc(C)cc(C)c1)S(=O)(=O)c1c(C)[nH]c(=O)[nH]c1=O (centres undefined)	-0.3	2	2	-1.3%	/	1	3%	0	2
CCc1c(O)nc(SCC(=O)Nc2ccc(Br)cc2)n(-c2ccc(C)cc2)c1=O	1.1	-3	2	-1.8%	2	-2	-5%	0	6
O=C(NCC1CCCO1)C1CCCN(S(=O)(=O)c2ccc(F)cc2)C1 (centres undefined)	0.2	-3	-4	-1.9%	19	3	-1%	0	3
COc1ccc(Cn2c(=O)[nH]c3cc(C(=O)NCCCOC(C)C)ccc3c2=O)cc1	0.1	-5	2	4.9%	-4	-4	-3%	-4	1
Cc1cc(C)cc(NC(=O)C(=S)NCc2ccccc2)c1	2.8	3	7	-3.6%	-1	-1	-15%	5	11
CC(C)N1CCC(N2CCN(C3CCCC3)CC2CCO)CC1 (centres undefined)	0.4	-4	-4	0.5%	6	2	-4%	-2	1
Cc1cc(=O)c2n(Cc3ccc(Cl)cc3)nc[n+]2[nH]1	-0.4	-2	-5	3.0%	1	8	-11%	-3	0
Cc1ccccc1Nc1nc(N)nc(COC(=O)c2cccc(S(=O)(=O)N(C)c3ccccc3)c2)n1	2.6	-1	-1	0.2%	5	-7	3%	-4	4
COC(=O)c1ccc(N2CCCCC2)c(NS(=O)(=O)c2ccc(C)cc2)c1	0.4	13	8	-0.2%	-5	14	-8%	-2	1
O=C(Nc1ccc2sccc2c1)c1cccc(N2C(=O)CCC2=O)c1	-0.8	5	-9	-0.4%	10	-15	-14%	-10	2
COCCn1c(C)cc(C2=NNC(=Nc3ccc(Cl)cc3Cl)SC2)c1C	-1.3	-2	-1	1.6%	-2	1	?	-3	1
CCOc1ccc2c(c1)C(C)=CC(C)(C)N2C(=O)Nc1ccccc1	1.9	0	-8	1.8%	34*	3	49%[activator]	13	1
O=C(NNS(=O)(=O)c1ccccc1)Nc1ccc(F)cc1	-0.1	-9	6	0.5%	-5	-36*	-2%	-7	1
CCNc1nc(NCC)n2c(SCC(=O)c3ccccc3F)nnc2n1	-0.3	1	2	2.4%	3	14	-11%	-3	0

An excerpt from above in order of heavy-atom count, highest first.
Structure	TRHR agonist	TRHR enhancer	RXFP1 antagonist	RXFP1 ag	D2 potentiator	D1 antag	Apoferritin bind	D1 potentiator	D1 ag
Cc1ccccc1Nc1nc(N)nc(COC(=O)c2cccc(S(=O)(=O)N(C)c3ccccc3)c2)n1	2.6	-1	-1	0.2%	5	-7	3%	-4	4
c1ccc2sc(N3CCCN(Cc4nc(-c5cnccn5)no4)CC3)nc2c1	0.6	-2	2	2.0%	13	1	-12%	-4	-1
CC(=O)c1nc(N2C(=O)CC(Cc3cccc(C)c3)C2=O)sc1C (centres undefined)	0.3	1	9	15%	1	-53*	-19%	-5	4

The results go on.
Structure	TRHR agonist	TRHR enhancer	RXFP1 antagonist	RXFP1 ag	D2 potentiator	D1 antag	Apoferritin bind	D1 potentiator	D1 ag
O=C(CSc1n[nH]c(=O)[nH]c1=O)c1ccc(Cl)cc1Cl	-0.4	5	-11	-0.3%	16	-17	-1%	-8	-1
CCOC(=O)CCNC(C(=O)OCC)c1ccccc1 (centres undefined)	-0.1	4	4	1.8%	-7	-3	-2%	1	-1
CCCOc1ccc(N/C=C/C(=O)c2ccc(OC)c(OC)c2)cc1	1.1	9	-9	0.2%	12	5	-14%	2	2
COc1ccc(OC2CCN(S(=O)(=O)c3ccc(F)cc3)CC2)cc1	1.1	-1	2	0.9%	-1	-12	-5%	-2	7
Cc1nc(N2CCOCC2)c2c(C(=O)N3CCN(c4cccc(C)c4C)CC3)c(C)oc2n1	2.4	-6	-5	0.9%	-3	-5	-17%	-4	1
CCOC(=O)C1CCN(c2nc3ccccc3n2CC(=O)c2ccccc2)CC1	-0.7	-3	-5	-3.5%	/	4	-15%	6	2
O=C(C1=C(O)C(=O)N(Cc2ccco2)C1c1cccs1)c1cccs1 (centres undefined)	-1.1	-1	17	17%	-7	13	5%	-3	6
Cc1ccccc1C(=O)N1CCN(c2ncnc3c2cnn3-c2ccccc2)CC1	0.1	4	-14	-0.6%	4	2	6%	-2	8
COc1ccc(/C=C/C(=O)OCC(=O)NCc2ccco2)c(OC)c1	-0.9	2	-5	2.2%	-1	-27	?	-7	2
Cc1ccc(CCNC(=O)c2cc(-c3ccc(Cl)cc3)n[nH]2)cc1	0.7	-5	-13	3.9%	1	-8	?	-1	1
C/C(Cl)=C/Cn1c(SCC(C)C)nc2c1c(=O)[nH]c(=O)n2C	-0.3	-3	3	2.0%	-26	-2	-9%	-5	-1
COc1ccc(S(=O)CC(=O)Nc2ccccc2Cl)cc1 (centres undefined)	0.1	-3	-13	-1.0%	-6	7	-5%	1	4
O=C1N=c2ccccc2=C1c1sc(=S)n(NC(=O)c2ccccc2)c1O	-0.4	-5	-20	14%	11	-21	-13%	2	3
COc1ccc(-c2c(C(C)=O)c(C)nc3sc4c(c23)NC(c2ccccc2)NC4=O)cc1 (centres undefined)	-0.1	3	-5	8.0%	9	-7	-14%	-6	2
O=C(COC(=O)c1cccnc1)c1ccc(Cl)c(Cl)c1	0.2	-3	12	-0.3%	-2	7	?	2	17
CCOc1ccccc1NC(=O)Cn1c(=O)n(CCC(=O)NCc2ccc3c(c2)OCO3)c(=O)c2ccccc21	-1.7	10	-17	2.6%	-3	-26	-7%	1	12
CCOc1ccc(NC(=O)Cn2ccn3nc(-c4ccc(OC)c(OC)c4)cc3c2=O)cc1	1.0	-1	3	?	0	-5	51%[activator]	0	-1
COCC(C)n1c(SCC(=O)NCCC2=CCCCC2)nc2ccccc2c1=O (centres undefined)	-0.9	8	13	0.5%	5	9	-22%	-1	1
O=C(O)c1ccc(N2C(=O)c3cccnc3C2=O)cc1	0.3	2	1	7.2%	9	14	-3%	1	1
c1ccc(CC2CCN(C3=Nc4cccc5cccc3c45)CC2)cc1	0.3	-3	-11	0.4%	2	25	39%[activator]	-5	3
Cc1ccc(OCCNC(=O)C2CCCCC2)cc1	-0.9	7	-19	0.1%	/	10	-9%	2	0
O=C(CSc1nnc(-c2cccs2)n1Cc1ccccc1)N1CCc2ccccc2C1	0.0	3	-6	0.9%	-11	-1	35%[activator]	-1	-1
O=C(Nc1cccc(-c2cccc(F)c2)c1)C1CCN(C2CCC2)CC1	0.8	-6	2	2.6%	-16	-24	?	-12	20
Clc1ccccc1Oc1cnc2ccccc2n1	-0.7	6	-11	0.1%	-3	-13	?	-7	2
CSc1ncc(C(=O)Nc2ccccc2Cl)c(C)n1	1.0	5	-1	3.8%	-6	-10	1%	-7	4

These rows are one share of the data; the hit share may differ from the screen's.
